Tb hexokinase: T. brucei hexokinase 1 inhibition; recombinant TbHK1, G6PDH-coupled NADH A340; inhibition, % at 10 µM; 220,000 compounds, 0.11% hits;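 active = inhibition of 50% or more in the single-dose primary screen; inactive = inhibition below 50%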
PPC-1+TRAIL kill: PPC-1 cancer cell killing with TRAIL present; PPC-1 cells + TRAIL, ATPLite viability luminescence; cell killing (% activity), % at 4 µM; 220,000 compounds, 0.41% hits;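 active = cell killing above 50% in the first pass at 4 µM, then a duplicate retest at 5 µM averaging 50% or more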;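 note: plate controls were cells with TRAIL plus DMSO for no effect and medium-only wells lacking cells for full effect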
FXIIa inh 1536: inhibitors of human coagulation factor XIIa; purified FXIIa, Boc-QGR-AMC fluorogenic substrate, 2 h; inhibition, % at 5 µM; 220,000 compounds, 0.3% hits; in the data active = inhibition above about 40%;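 note: 0% = enzyme with no compound and 100% = blank without enzyme; many of its hits are not listed in these tables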
zVAD death inh: blocks zVAD induced death of L929 cells; L929 zVAD necroptosis rescue, ATP luminescence, 24 h; with zVAD 60 µM; viability rescue, % at 10 µM; 220,000 compounds, 0.38% hits;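 active = activation, scaled between plate controls, above about 75%, limit read from the data; inactive = activation under that limit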;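 note: 0% = zVAD with DMSO and 100% = DMSO alone without zVAD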
TNF necrop inh: TNF-alpha cell death inhibition in Jurkat FADD-/- cells | AID 463075 | 220,000 compounds, 0.068% hits | activation (protection from cell death), % at 10 µM | Jurkat FADD-/- TNF necroptosis rescue, ATP luminescence, 24 h; 0 = TNF only, 100 = no-TNF cells;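 active = activation, meaning protection from cell death, of at least 50% relative to plate controls; inactive = activation below 50%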;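 note: necroptosis triggered by 40 ng/mL TNF-alpha added together with compound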
EP2 antag: blocks the human prostaglandin E2 receptor EP2 | C6 glioma cells expressing human EP2, cAMP TR-FRET; cells stimulated with saturating PGE2 | inhibition, % at 25 µM | P43116 | 260,000 compounds, 0.52% hits | AID 1422;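 active = percent inhibition above 40 after rounding to a whole number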;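 note: rat C6 glioma host cells with rolipram phosphodiesterase inhibitor present; the protocol text gives 20 µM as final concentration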
Target sequence (P43116 whole entry, looked up): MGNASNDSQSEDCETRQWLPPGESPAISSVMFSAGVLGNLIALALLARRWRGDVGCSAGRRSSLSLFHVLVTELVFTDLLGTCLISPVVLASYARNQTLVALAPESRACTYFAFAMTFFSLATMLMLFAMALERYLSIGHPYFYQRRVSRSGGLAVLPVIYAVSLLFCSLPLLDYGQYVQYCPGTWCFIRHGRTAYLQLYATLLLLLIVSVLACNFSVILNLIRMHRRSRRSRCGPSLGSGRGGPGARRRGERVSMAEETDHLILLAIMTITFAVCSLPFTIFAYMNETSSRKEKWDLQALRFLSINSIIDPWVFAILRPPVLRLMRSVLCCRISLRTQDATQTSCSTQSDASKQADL
FXIa inh 1536: factor XIa (human) inhibition; purified FXIa, Boc-Glu-Ala-Arg-AMC fluorogenic substrate; AID 798; inhibition, % at 5 µM; 220,000 compounds, 0.14% hits;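 active = inhibition of at least 40%; inactive = inhibition below 40%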;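 note: fluorescence of freed AMC excited at 355 nm; 0% = enzyme without compound and 100% = no enzyme blank; many of its hits are not listed in these tables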
CHOP inhibitor: inhibitors of CHOP induction in ER stress response | CHO-K1 CHOP-promoter luciferase, tunicamycin-induced, 15-18 h | inhibition, % at 10 µM | 220,000 compounds, 3.8% hits;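 active = compounds that reduced the stress-induced luciferase reporter signal by more than about 70% of percent inhibition, limit read from the data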;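 note: 0% = tunicamycin plus vehicle and 100% = wells without tunicamycin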
Wee1 degr inh: blocks degradation of human Wee1 kinase; P30291; HeLa Luc-Wee1K328M stability, luciferase luminescence; 100% = proteasome inhibitor MG132 effect; reporter increase, % at 5 µM; 220,000 compounds, 1.2% hits; AID 1321;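 active = activation above the mean of all tested compounds plus 3 SD, set per screening run, cut at about 8.8% in these data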;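 note: cells exposed to compound for 20 h before luminescence read; 0% = DMSO alone and 100% = MG132 at 30 µM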
Starred values were filed as active, the others as inactive; . = not tested or not shown; & = joins results of further samples; [ ] = remark or other dose. Only part of the results is shown; count on the stated rates, not on these rows.

Every second line gives: Tb hexokinase	PPC-1+TRAIL kill	FXIIa inh 1536	zVAD death inh	TNF necrop inh	EP2 antag	FXIa inh 1536	CHOP inhibitor	Wee1 degr inh
> COc1ccc2cc(C)c3nnc(SCC(=O)Nc4nc(-c5ccc(F)cc5)cs4)n3c2c1
    -21	12	6	0.4	1.8	6	8	105*	3
> Cc1ccc(N2C(=O)c3ccc(C(=O)N4CCN(c5cccc(C)c5C)CC4)cc3C2=O)cc1
    -7	7	-2	0.6	-3.7	3	-1	35	2
> COc1cc2c(C(=O)N3CCN(c4ccccc4C)CC3)c(C)oc2cc1Br
    -5	1	5	0.5	-0.9	3	-9	52	1
> O=C(O)Cn1cnc2scc(-c3cccs3)c2c1=O
    9	.	.	0.3	-4.2	.	.	.	-3
> CC(=O)c1ccc(NC(=O)CSC(=S)N2CCCC2)cc1
    -9	10	10	0.1	-0.1	4	-3	-19	-2
> Cc1c(NC(=O)c2ncn[nH]2)cccc1-c1nc2ccccc2s1
    0	32	13	0.2	0.7	3	4	5	1
> Cc1ccc(NC(=O)C2CCN(c3cnccn3)CC2)cc1
    -1	-3	6	6.3	0.9	15&12	-3	-17	-1
> O=C(CSc1nc(O)cc(=O)n1-c1ccccc1)Nc1ccc2c3c(cccc13)CC2
    -3	6	6	0.9	-0.1	13	4	-11	-1
> COc1ccc(OC)c(/C=N/NC(=O)c2[nH]ncc2Br)c1
    -29	10	5	0.1	2.0	11	4	13	9
> O=C(CCS(=O)(=O)c1ccc(Cl)cc1)N1CCN(S(=O)(=O)c2cccs2)CC1
    3	.	4	0.9	-2.6	.	4	5	7
> O=C(COC(=O)/C=C/c1ccc(F)cc1)Nc1ccc(Cl)cn1
    0	9	.	5.6	1.0	10	-5	24	3
> CCOC(=O)NN1C(=O)c2ccccc2NC1c1ccc(OC)c(OC)c1 (stereo not given)
    -8	.	0	0.9	-1.3	7	-3	26	-2
> COc1ccc(C2=NOC(CN3C(=O)c4ccccc4S3(=O)=O)C2)cc1 (stereo not given)
    7	-2	19	-0.3	0.8	29	8	-37	2
> CCOC(=O)c1cnc2c(ccc3ccccc32)c1NCCO
    -5	2	4	0.8	-0.2	17	-4	21	-2
> CN(C)c1cc(N)c2ccccc2n1 (tested in a mixture with another compound)
    -13	30	21	-0.2	-1.4	10	12	9	-2
> CCOc1ccc(-c2c(C#N)c(N)nc3sc(C(=O)c4ccccc4)c(N)c23)cc1
    -20	6	17	0.7	-3.5	15	7	-23	6
> CCOC(=O)CSc1nc2sc3c(c2c(=O)n1CC)CC(C)(C)OC3
    -3	3	20	4.8	1.1	10	2	20	1
> Fc1cccc(Cl)c1Cn1nnc(-c2ccc3c(c2)OCO3)n1
    8	5	13	1.0	5.0	12	4	-21	7
> O=C(COC(=O)Cc1ccsc1)Nc1ccccc1
    1	8	3	0.9	1.6	5	-9	-3	-2
> Cc1cc(C)nc(N2CCCC(C(=O)Nc3nnc(C(C)(C)C)s3)C2)n1 (stereo not given)
    -8	5	9	38	-1.3	7	-1	9	-2

Overlap with the part before: 2 entries; new compounds follow.
Every second line gives: Tb hexokinase	PPC-1+TRAIL kill	FXIIa inh 1536	zVAD death inh	TNF necrop inh	EP2 antag	FXIa inh 1536	CHOP inhibitor	Wee1 degr inh
> O=C(COC(=O)Cc1ccsc1)Nc1ccccc1
    1	8	3	0.9	1.6	5	-9	-3	-2
> Cc1cc(C)nc(N2CCCC(C(=O)Nc3nnc(C(C)(C)C)s3)C2)n1 (stereo not given)
    -8	5	9	38	-1.3	7	-1	9	-2
> CCOc1cc(CNC(C)(C)C)ccc1OCC(=O)Nc1cccc(C(F)(F)F)c1
    12	7	5	0.2	0.2	2	5	-21	3
> CC1CCCCN1C(=O)CSc1nnc(-c2c[nH]c3ccccc23)o1 (stereo not given)
    1	-1	10	1.4	1.1	14	5	35	13*
> CC(=O)Nc1ccc(S(=O)(=O)NC2CCS(=O)(=O)C2)cc1Cl (stereo not given)
    4	26	12	0.0	0.0	8	5	7	-4
> CCNc1nc(NCC)nc(N/N=C/c2ccc(N(C)C)cc2)n1
    -58	-1	-1	0.0	5.8	5	-6	-15	-1
> Cc1cc(C)n2nc(C(=O)OCCOc3ccc(F)cc3)nc2n1
    0	3	21	1.6	0.8	7	-4	-20	0
> COc1ccc([N+](=O)[O-])cc1NC(=O)CSc1nc(C)c(C)c(C)n1
    32	13	2	0.9	1.6	10	-8	0	0
> O=C(O)C1CC(=O)N(CCOc2ccccc2)C1 (stereo not given)
    -1	20	-1	0.1	-1.0	13	2	2	0
> Cc1ccsc1/C=N/NC(=S)NCc1ccccc1
    -3	12	10	-0.7	-1.5	0	4	9	-1
> CCS(=O)(=O)N1CCCC(C(=O)NC2CCCC2)C1 (stereo not given)
    -3	14	15	2.1	0.4	-1	3	-9	0
> O=C(CN1CCN(c2ccccc2)CC1)NC(=O)NCc1ccco1
    1	19	10	0.1	1.1	9	8	37	1
> CC(=O)N1CCN(C(=O)c2cccc(S(=O)(=O)Nc3ccc(C)cc3)c2)CC1
    -1	0	20	0.5	-2.6	16	0	19	4
> COc1ccc(C(C)NC(=O)c2ccccc2Cl)cc1OC (stereo not given)
    0	22	0	0.7	1.0	2	-1	27	-1
> CC(C)(C)NC(=O)CN(Cc1cccs1)C(=O)CNS(=O)(=O)c1ccccc1
    -4	13	-8	0.3	-0.4	3	-5	-2	-2
> O=C(Nc1ncccc1Cl)C(Sc1ccccc1)c1ccccc1 (stereo not given)
    0	6	12	0.1	-4.6	4	0	75*	-3
> CC(SCc1ccccc1)C(=O)Nc1ccc(F)cc1 (stereo not given)
    1	-17	10	0.9	5.7	6	4	6	1
> CN(C)c1nc(OCCOC(=O)COc2ccc(Cl)cc2Cl)nc(N(C)C)n1
    -1	4	18	-0.8	2.0	3	5	50	-2
> CCCC(=O)Nc1cccc(NC(=S)NC(=O)C(C)Oc2ccc(Cl)cc2Cl)c1 (stereo not given)
    0	-4	10	1.1	-1.2	7	3	10	2
> CCOc1ccc(-c2c(C)n([O-])c3c([n+]2=O)CCCCC3)cc1
    -2	15	1	0.1	0.0	2	-4	5	8.9*
> COc1ccc(C(=O)C[n+]2ccc3ccccc3c2C)cc1
    -2	5	7	0.5	0.6	7	1	-25	4
> CC(=O)N[C@@H]1c2c(ccc3ccccc23)OC[C@@H]1COC(C)=O
    -7	-4	6	-0.1	0.9	3	-2	26	0
> COC(=O)C1=C(C)N(c2cccc3ccccc23)C(=O)C1
    -3	9	6	-0.3	-8.9	1	-4	14	-2
> O=C(CSc1ccc(-c2cccs2)nn1)NCc1ccccc1Cl
    -6	22	3	-0.1	2.5	16	0	16	-2
> CCOC(=O)N1CCC(NC(=O)c2cccc3c2C(=O)N(c2ccc(OC)cc2)C3)CC1
    -6	15	5	1.5	-0.9	10	-7	37	-1
> Cc1ccc(CNC(=O)C2CC(=O)OC23CCCC3)c(C)c1 (stereo not given)
    0	13	7	-0.3	0.5	6	4	6	2
> Cc1ccc(-n2c(=O)c(C#N)cc3c(=O)n4ccccc4nc32)cc1
    -12	8	-34	-0.2	-0.1	5	-14	6	2
> COc1nc(NC(C)(C)C)nc(Oc2ccc(=O)n(C)n2)n1
    -4	-6	14	0.7	-0.1	8	2	3	0
> CC(C)C(NC(=O)C(Cc1ccccc1)NC(=O)OCc1ccccc1)C(=O)O (stereo not given)
    6	3	24	-1.1	1.2	8	47*	-2	0
> CCOC(=O)c1sc(N)c(C#N)c1CSc1nc2ccc(C)cc2[nH]1
    -16	17	11	1.0	-2.7	12	0	25	-3
> Cc1ccccc1C(=O)Nc1ccc(N2CCCC2)cc1
    2	22	5	2.0	-1.2	14	22	-31	10*
> COc1ccc(C2/C(=C(/O)c3ccccc3)C(=O)C(=O)N2CCN2CCOCC2)c(OC)c1 (stereo not given)
    -26	-4	4	1.1	-0.1	12	-9	-10	0
> CN(CC(=O)N1CCCC1)S(=O)(=O)c1ccc(Cl)cc1
    -6	0	17	-0.6	0.1	3	8	45	2
> CC(Nc1c([N+](=O)[O-])c(=O)oc2ccccc12)C(Cl)c1ccccc1 (stereo not given)
    3	-9	12	-0.2	-5.0	13	1	-39	-2
> COc1ccccc1-n1c(C)cc(/C=C2/C(=N)N3C(=NC2=O)SN=C3S(C)(=O)=O)c1C
    -6	47[5 µM]	17	0.0	1.6	6	4	-7	-2
> CC(=O)NCCOc1ccc2oc3ccccc3c2c1
    2	-13	9	0.1	-1.5	13	-5	-31	1
> O=C(NCCc1ccccc1)C1CCN(C2CCN(C(=O)CC3=CCCCC3)CC2)CC1
    0	18	7	-1.1	-0.7	4	2	13	-2
> Cc1cn(C2OC(COC(=O)c3ccccc3)C(O)C2Cl)c(=O)[nH]c1=O (stereo not given)
    2	2	14	0.4	-0.2	5	2	-1	-1
> Cc1ccc(C2NC(=O)c3sc(=S)n(-c4ccccc4)c3N2)cc1 (stereo not given)
    -10	7	12	1.7	1.4	3	0	21	-3
> Cn1c(SCC(=O)Nc2nccs2)nnc1-c1ccncc1
    -10	12	5	1.3	0.2	16&10	-1	-6	-1
> CC1CCCCN1CC(=O)Nc1ccc2c(c1)OC(F)(F)O2 (stereo not given)
    1	-4	6	2.9	1.7	0	10	-6	-4
> C=CCn1c(SCC(=O)N2CCN(c3ccc(F)cc3)CC2)nnc1-c1cccs1
    -2	13	6	0.1	-5.0	4	-3	36	-2
> O=C(Cn1nnc(-c2ccccc2)n1)N/N=C/c1ccc(-c2ccc(Cl)cc2)o1
    -13	-7	8	2.2	2.8	7	2	-6	-1
> COc1cccc(OC)c1OCCCCCc1c(C)n[nH]c1C
    1	6	4	0.0	0.7	6	2	-6	-2

High-throughput results from PubChem.
